# High-throughput results from PubChem BioAssay.
# F508del corr: F508del CFTR correction, initial screen, CFBE line, single point | CFBE cells, YFP halide quenching; stimulated with forskolin plus potentiator P3; % fluorescence drop versus neutral controls | activity (quench increase), % at 7.58 µM | 350,000 compounds, 0.36% hits | AID 720511, 2013;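 active = mean added fluorescence quench of at least 8% versus neutral control, with both replicates also reaching 8%; inconclusive = only one of the mean or replicate conditions met; inactive = mean below 8% and not both replicates reaching 8%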;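 note: cells transiently co-express mutant CFTR-F508del with the halide-sensitive YFP; corrector assay measuring rescue of mutant channel to the surface after 24 h compound exposure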
# PAX8 inh HTS: inhibitors of PAX8-driven TPO luciferase reporter, primary screen, RMG-I cells, single concentration; SteadyGlo, 24 h; inhibition, % at 12.6 µM; 360,000 compounds, 1.2% hits;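 active = mean replicate inhibition at least 60% with every replicate also reaching 60%; inconclusive = only one of the two criteria is met; inactive = mean below 60% and not all replicates reaching 60%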;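 note: luciferase light reporting Pax8 driven TPO promoter activity; plate controls were median of neutral control wells for no effect and mitoxantrone controls for full effect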
# EWS-Fli inh: EWS/Fli-driven NR0B1 reporter inhibitors, primary screen, A673 cells, NR0B1 luciferase, luminescence, MLPCN library. viability-normalised. inhibition, % at 12.6 µM. 350,000 compounds, 0.67% hits. AID 651661, 2012;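 active = mean inhibition of at least 50% after viability correction, with every replicate also passing that limit; inconclusive = mean reaches 50% but only one of two replicates passes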;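 note: firefly luciferase signal divided by Alamar Blue viability fluorescence both relative to DMSO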
# DENV2 CPE rescue: inhibitors of DENV2 cytopathic effect, primary screen, cell-based, plate reader, single concentration | DENV2-infected cells, cytopathic effect rescue | CPE inhibition, % at 9.99 µM | 350,000 compounds, 1.7% hits; in the data active = CPE inhibition above about 20%, passing the limit was not always enough; inconclusive = no clear call, values can overlap the other calls; tested in BHK-21 cells;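 note: 0% = median of neutral control wells and 100% = median of positive control wells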
# FN deposit inh: inhibitors of fibronectin matrix deposition, primary screen, AH1F cells, Alexa488-fibronectin fluorescence, plate reader | AH1F fibroblasts, overnight | inhibition, % at 12.6 µM | 350,000 compounds, 0.086% hits | AID 743247, 2014;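 active = mean inhibition across replicates of 30% or more, regardless of how many single replicates reach that level; inconclusive = mean under 30% yet at least half of replicates reach 30%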;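 note: positive control wells lacked labelled fibronectin entirely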
#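 Schedule: 1 h cell adhesion before compound, then overnight fibronectin incubation; test system: AH1F fibroblast monolayer depositing Alexa488-labelled fibronectin into matrix; quantity: 10000 AH1F cells per well; probe or stimulus: fluorescent fibronectin at 24 nM final; signal: fluorescence, ex 485 nm, em 525 nm; evaluation: percent inhibition as loss of matrix-bound fibronectin fluorescence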
# miR122 inh: miR-122 Renilla sensor signal increase in Huh7, primary screen, miR-122 inhibitor project, cell-based, single point, plate reader | Huh7 miR-122 Renilla luciferase sensor, 48 h; neutral wells = 0, positive control = 100 | activation (reporter increase), % at 12.5 µM | 340,000 compounds, 0.3% hits | AID 602342, 2012;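 active = mean replicate activation score at least 90 and every replicate individually at or above 90; inconclusive = only one of the two criteria met; inactive = neither criterion met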;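 note: higher luciferase means less miR-122 activity so hits act as miR-122 inhibitors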
# INS-1E GSIS act: GLuc luminescence reporter in INS-1E cells, primary screen for activators of glucose-dependent secretion of insulin. AID 743287, 2014. INS-1E GLuc reporter insulin secretion, 2-3 h. 370,000 compounds, 0.61% hits. activation, % at 16.6 µM;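 active = lowest replicate activation of at least 40%, so every replicate reaches that level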;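 note: 0% = median of neutral control wells and 100% = median of IBMX positive control wells; some compounds called inactive have numbers as strong as hits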
# Active calls of the source: *; ? = inconclusive; . = no result given; & = joins results of further samples; [ ] = another dose, or the depositor's remark.
SMILES,F508del corr,PAX8 inh HTS,EWS-Fli inh,DENV2 CPE rescue,FN deposit inh,miR122 inh,INS-1E GSIS act
C/C(Cc1ccccc1)=N\NC(=O)c1cc(C(C)(C)C)[nH]n1,-0.6,-6.7,-6.6,4.8,8.4,.,12.9
Cc1cc(O)ccc1N1C(=O)c2cccc3cc([N+](=O)[O-])cc(c23)C1=O,6.4,21.8,6.1,4.3,5.2,0.3,9.9
Cc1cc(C(F)(F)F)nn1CC(=O)NNC(=S)Nc1cccc(Cl)c1,.,.,.,.,-16.2,-4.4,-4.9
CC(=O)OC[C@@H]1CN(Cc2ccccc2)C[C@H](n2ccc3c(N)ncnc32)O1,-0.6,11.8,-9.3,-14.3,0.5,5.9,17.2
CCC1(c2ccc(Cl)cc2)NC(=O)N(CC(=O)NC2CCCC(C)C2C)C1=O (stereo not drawn),3.6,-52.4,8.5,-8.7,-3.8,-3.8,-50.8
Cn1cnc(S(=O)(=O)N2CC[C@@H]3[C@H]2c2cc(-c4ccc(F)cc4)ccc2N[C@@H]3CO)c1,-1.3,-59.5,-39.0,9.5,-31.4,-7.0[16.7 µM],-4.6
COc1cccc(C(=O)NNS(=O)(=O)c2ccc(F)cc2)c1,1.1,11.6,-1.0,?,1.4,11.2,73.7
C[C@H](NC(=O)C1CCN(S(=O)(=O)c2ccccc2)CC1)C(=O)NCc1ccc(Cl)c(Cl)c1,-0.7,2.0,7.3,1.6,4.5,.,-20.5
O=C(NCC1CC1)[C@H]1[C@H](CO)[C@H]2Cn3c(ccc(-c4cccnc4)c3=O)[C@H]2N1Cc1cocn1,-0.6,-8.7,-6.0,-7.3,3.2,2.1[16.7 µM],4.8
CO[C@H]1CN(C)C(=O)c2ccc(NC(=O)Nc3ccccc3)cc2OC[C@@H](C)NC[C@@H]1C,-1.3,.,0.8,-4.6,-5.1,-0.4[16.7 µM],0.3
C/C(CC(=O)NCCc1ccccc1)=N\NC(=O)COc1ccc(Br)cc1,-0.3,1.3,-7.9,-9.0,3.8,-6.0,3.6
CC(=O)c1ccc(NC(=O)CCCN2C(=O)COc3ccc(C)cc32)cc1,1.5,8.8,.,2.6,-7.5,-1.4,17.4
C[C@H]1CN([C@@H](C)CO)C(=O)c2cccc(NC(=O)Nc3ccc(C(F)(F)F)cc3)c2O[C@H]1CN(C)Cc1ccc(C(=O)O)cc1,0.5,.,-9.1,.,.,-4.7[16.7 µM],12.9
CN(C(=O)c1ccncc1)c1nnc(-c2cccnc2)s1,.,-14.0,.,.,5.6,-25.7,.
CC(C)CC1NC(=O)N(CCCCN2C(=O)c3ccccc3C2=O)C1=O (stereo not drawn),-0.8,1.9,-1.0,.,0.1,.,-3.1
Cc1ccc(-c2ccc(SCC(=O)NC3CCCC3)nn2)cc1,-1.2,-8.0,-24.9,-7.6,2.7,.,-11.0
CCOc1ccc(C(=O)NC2CCN(C(=S)Nc3ccccc3C)CC2)cc1,0.0,4.6,6.2,-4.8,-1.9,.,-2.1
O=C(C[C@@H]1CC[C@H]2[C@@H](COC[C@@H](O)CN2Cc2ccc(F)cc2)O1)N1CCc2ccccc2C1,1.9,-4.4,2.8,-0.6,-5.1,19.3[16.7 µM],0.2
Cc1nc(-c2ccccc2)nc2[nH]ccc(=O)c12,.,-98.2,.,.,6.3,5.4,.
COc1ccccc1N(C)S(=O)(=O)c1ccc(Cl)c(C(=O)NCc2cccnc2)c1,5.9,1.2,-0.2,8.4,7.2,-3.1,7.3

# 3 records drawn at random from those above:
SMILES,F508del corr,PAX8 inh HTS,EWS-Fli inh,DENV2 CPE rescue,FN deposit inh,miR122 inh,INS-1E GSIS act
Cc1nc(-c2ccccc2)nc2[nH]ccc(=O)c12,.,-98.2,.,.,6.3,5.4,.
CCOc1ccc(C(=O)NC2CCN(C(=S)Nc3ccccc3C)CC2)cc1,0.0,4.6,6.2,-4.8,-1.9,.,-2.1
O=C(C[C@@H]1CC[C@H]2[C@@H](COC[C@@H](O)CN2Cc2ccc(F)cc2)O1)N1CCc2ccccc2C1,1.9,-4.4,2.8,-0.6,-5.1,19.3[16.7 µM],0.2

# (further entries)
SMILES,F508del corr,PAX8 inh HTS,EWS-Fli inh,DENV2 CPE rescue,FN deposit inh,miR122 inh,INS-1E GSIS act
O=Cc1ccc(-c2c(-c3ccccc3)oc3c2C(OCCCCO)CCC3)o1 (stereo not drawn),0.9,-3.1,-5.0,-8.3,6.8,.,-16.7
O=C(Cn1ccc([N+](=O)[O-])n1)Nc1nc2ccccc2s1,1.3,-12.2,-7.0,-6.7,1.0,0.7,26.0
CCC(=O)N1CC2(C1)CN(C(=O)CC)[C@@H](CO)c1[nH]c3cc(OC)ccc3c12,0.7,.,-6.2,0.6,.,.,11.7
COc1cccc(CN(C(=O)Cn2nnc(-c3ccccc3F)n2)C(C(=O)NC(C)(C)C)c2ccncc2)c1 (stereo not drawn),-0.6,9.7,-3.1,-4.0,0.0,.,-25.9
CCCN(CCO)Cc1cccc(Oc2ccccc2)c1,.,-13.7,.,.,-1.9,5.7,.
CC(C)(C)OC(=O)C[C@H]1C/C=C\C[C@@H](CC(=O)N[C@@H](CO)Cc2ccccc2)C(=O)N2CCC[C@H]2COC1=O,-0.9,1.5,-3.8,1.6,-7.0,0.3,-3.6
S=C1CCSc2ccc(Cl)cc2N1,.,11.6,.,.,-1.2,6.7,.
COc1ccc(COC(=O)c2ccc3c(=O)n4c(nc3c2)CCC4)cc1F,3.0,16.2,-22.0,5.0,3.5,.,16.6
CCC(=O)N1CCCN(S(=O)(=O)c2ccc(C)cc2)C1c1ccc(OC)cc1 (stereo not drawn),1.8,8.2,1.0,-7.2,-5.4,15.4,-16.3
N=c1n(CC(=O)c2ccc([N+](=O)[O-])cc2)c2ccccc2n1Cc1ccccc1,.,3.6,.,.,7.5,-1.6,-8.3
C/C=C/c1ccc([C@@H]2[C@@H](CO)N3CCCCN(C(=O)Nc4ccc(F)cc4)C[C@@H]23)cc1,-1.2,-7.7,-2.7,13.9,.,-1.6[16.7 µM],-14.9
Cc1nn(Cc2ccccc2)c2sc(C(=O)NCc3cccnc3)cc12,.,13.3,.,.,-1.8,3.3,.
COc1cccc(CNC(=O)COC(=O)CCS(=O)(=O)c2ccc(C)cc2)c1,2.4,-17.5,-11.6,4.8,-27.4,-2.5,-1.0
Cn1c(-c2ccc(=O)[nH]c2)nc2ccccc21,-0.4,1.0,2.7,3.0,-0.1,3.8,2.5
Cc1ccc(S(=O)(=O)N[C@@H]2CC[C@H](CCNC(=O)C3CCCCC3)O[C@@H]2CO)cc1,-1.2,20.1,-1.0,0.6,.,-3.2[16.7 µM],1.1
O=C(NCCN1CCOCC1)NC1(C(F)(F)F)Oc2ccc(Cl)cc2O1 (stereo not drawn),.,11.5,.,.,7.0,.,12.2
CC1CN(C(=O)CCC(=O)NC2CCN(Cc3ccccc3)CC2)c2ccccc2O1 (stereo not drawn),0.3,.,1.1,-7.3,-2.5,-8.4,.
C[C@@H]1CN([C@H](C)CO)C(=O)c2cccc(NS(C)(=O)=O)c2O[C@@H]1CN(C)CC1CCCCC1,-2.1,-6.7,2.6,16.3,.,6.1[16.7 µM],12.0
COc1ccc(N2CCCn3c2nc2c3c(=O)n(Cc3ccccc3)c(=O)n2C)c(OC)c1,3.6,26.2,2.6,-4.1,.,.,-7.4
O=C(/C=C/c1ccco1)Nc1cc(Cl)ccc1C(=O)O,.,-16.0,.,.,4.1,-1.4,-9.8
CCOC(=O)c1c(C)nc(C(Cl)(Cl)Cl)nc1N,-1.3,19.7,-13.2,.,8.5,0.4,-5.7
NC1=NC(=O)C(CC(=O)c2ccc(Cl)cc2)S1 (stereo not drawn),.,36.6,8.4,6.2,-9.3,5.1,19.1
Cc1[nH]c2ccccc2c1C(=O)COC(=O)C1CCC1,2.3,-1.6,-0.7,-1.2,5.6,.,10.4
CC(C)c1ccccc1NC(=S)NN(Cc1ccccc1)c1ccccc1,.,-1.8,.,.,5.7,43.3,-12.4
CC(/C=N\NC(=O)CN1CCN(Cc2ccccc2)CC1)=C\c1ccco1,-0.3,25.8,7.8,-5.0,3.0,-6.5,3.5
COc1ccc(S(=O)(=O)Nc2ccc3c(c2)CC(=O)N([C@H](C)CO)C[C@H](C)[C@H](CN(C)C)O3)cc1,-0.6,-8.8,3.7,4.2,.,8.8[16.7 µM],-9.0
C[C@@H]1CN([C@@H](C)CO)C(=O)c2c(c3ccccc3n2C)-c2ccccc2CO[C@H]1CN(C)C(=O)C1CC1,-4.2,-0.3,-4.9,-2.7,5.4&-8.8,-3.5,2.9&5.0
Cc1cccc(Cn2cnc3ccccc32)c1,.,16.0,.,.,-16.1,-7.5,.
COCCCN1C(=O)C(=O)/C(=C(/O)c2ccc(S(=O)(=O)N3CCOCC3)cc2)C1c1ccc(C)cc1 (stereo not drawn),-0.6,-3.1,4.0,-0.1,-10.3,0.3,-4.6
C[C@H](CO)N1C[C@H](C)[C@@H](CN(C)CC2CCCCC2)Oc2ccc(NC(=O)C3CC3)cc2CC1=O,-1.3,.,-9.0,-8.9,.,-4.1[16.7 µM],0.1
COc1ccc(S(=O)(=O)N(CC(=O)NCCC(C)C)c2ccccc2)cc1OC,-1.1,-2.4,-1.4,1.0,-7.6,.,1.0
CC(C)c1cn(CC[C@H]2CC[C@H](NC(=O)C3CC3)[C@@H](CO)O2)nn1,-1.6,7.8,-5.5,7.3,-10.3,.,11.0
C[C@H](C(=O)N(C)C[C@H]1OCc2ccccc2-c2ccccc2C(=O)N([C@@H](C)CO)C[C@@H]1C)c1ccccc1,1.3,3.2,-1.4,3.0,-2.4,.,1.0
CCOc1ccc(NC(=O)c2ccc3c(c2)CCN3S(C)(=O)=O)cc1,-1.6,0.6,-4.4,1.4,-7.9,4.4,12.4
Cc1ccccc1N(C(=O)CNC(=O)c1ccco1)C(C(=O)NC1CCCCC1)c1cccnc1 (stereo not drawn),-1.5,5.6,3.1,-5.1,2.5,.,3.3
CCCCN(C(=O)C(CCSC)N1C(=O)c2ccccc2C1=O)c1c(N)n(CCC)c(=O)[nH]c1=O (stereo not drawn),-3.2,1.2,-1.4,-2.2,2.0,-0.1,11.6
Cc1ccc(C(=O)Cn2cc([N+](=O)[O-])nc2C)cc1,1.2,10.9,-2.8,1.7,-3.2,.,0.8
CC(=O)N1CCc2cc(S(=O)(=O)NCCC(=O)NC3CCCCCC3)ccc21,0.7,-9.8,-4.9,7.5,-5.7,-1.6,-6.6
COc1ccc(NC(=O)N(C)C[C@@H]2Oc3c(NS(=O)(=O)c4cn(C)cn4)cccc3C(=O)N([C@@H](C)CO)C[C@@H]2C)cc1,-0.7,.,-6.1,-6.0,.,-0.4[16.7 µM],-6.6
COc1ccc(CCNC(=O)COC(=O)Cn2cnc3ccccc32)cc1OC,-2.5,-8.0,11.3,5.8,-4.6,.,56.9*
CC(C)NC(=O)N(C)C[C@H]1Oc2ccc(NS(=O)(=O)c3cccs3)cc2CC(=O)N([C@@H](C)CO)C[C@@H]1C,-1.3,-7.3,1.3,18.0,.,14.3[16.7 µM],12.7
Cc1nn(C)c(C)c1CNC(=O)c1cc2n(n1)C(C(F)(F)F)CC(c1cccs1)N2 (stereo not drawn),0.9,.,7.5,?,.,.,-8.0
O=C(COC(=O)/C=C/c1ccc(Cl)cc1)Nc1ccc2c(c1)OCCO2,.,-4.4,.,.,0.7,-1.6,11.4
